From PubChem BioAssay
BioA inh: BioA (M. tuberculosis) enzyme inhibition. AID 602481. inhibition, % at 9.99 µM. 360,000 compounds, 0.096% hits. purified M. tuberculosis BioA enzyme, plate reader; in the data active = inhibition above about 40%
FadD28 binding: inhibitors of Mycobacterium tuberculosis FadD28 bisubstrate binding; FadD28 bisubstrate probe binding, fluorescence polarization; inhibition, % at 12.5 µM; 360,000 compounds, 0.22% hits; in the data active = inhibition above about 8.5%, passing the limit was not always enough
PrPC TRFRET: reduces human prion protein on the cell surface; cell surface PrPC, TR-FRET read-out; P04156; inhibition, % at 13.8 µM; 370,000 compounds, 0.43% hits; in the data active = inhibition above about 24%; note: 0% = median of the test wells and 100% = reference compound wells
Mtb UGM inh: Mtb UDP-galactopyranose mutase inhibition | P9WIQ1 | purified UGM, fluorescence polarization probe displacement | inhibition, % at 10 µM | 320,000 compounds, 0.06% hits | AID 504406; in the data active = inhibition above about 10%, passing the limit was not always enough
MazEF act: increases E. coli MazEF RNase cleavage of RNA; P0AE70; FAM/BHQ RNA-DNA oligo cleavage fluorescence, 5 h; activation, % at 20 µM; 350,000 compounds, 0.32% hits; AID 504720; in the data active = activation above about 50%
Target sequence (P0AE70 whole entry, looked up): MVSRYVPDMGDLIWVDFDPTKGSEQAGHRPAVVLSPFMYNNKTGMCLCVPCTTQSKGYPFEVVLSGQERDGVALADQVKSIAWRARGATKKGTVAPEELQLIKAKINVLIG
Rv3671c inh: inhibits the M. tuberculosis serine protease Rv3671c | AID 2606 | inhibition, % at 5.96 µM | P9WHR9 | 320,000 compounds, 0.048% hits; in the data active = inhibition above about 38%;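 note: extracellular domain of Rv3671c used as enzyme; 0% = enzyme with DMSO and 100% = no enzyme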
Target sequence (P9WHR9 whole entry, looked up, the tested form may be a part): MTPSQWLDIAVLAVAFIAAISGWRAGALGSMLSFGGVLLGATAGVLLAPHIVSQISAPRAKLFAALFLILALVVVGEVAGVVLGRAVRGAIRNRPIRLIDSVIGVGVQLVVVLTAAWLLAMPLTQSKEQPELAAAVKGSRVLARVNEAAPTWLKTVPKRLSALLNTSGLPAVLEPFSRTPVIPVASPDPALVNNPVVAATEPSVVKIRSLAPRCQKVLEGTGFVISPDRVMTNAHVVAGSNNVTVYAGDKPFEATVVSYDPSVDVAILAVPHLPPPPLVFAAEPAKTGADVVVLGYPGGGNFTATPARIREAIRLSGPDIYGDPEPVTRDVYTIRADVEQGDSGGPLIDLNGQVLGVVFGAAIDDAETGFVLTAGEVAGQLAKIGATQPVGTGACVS
BoNT-F LC inh: blocks Botulinum neurotoxin F light chain protease; Multiplex microsphere protease cleavage assay, flow cytometry; inhibition, % at 10 µM; 360,000 compounds, 0.22% hits; in the data active = inhibition above about 35%, passing the limit was not always enough; note: plate controls were buffer without enzyme for full effect and enzyme alone for no effect
GDH-TPI inh: GDH-TPI coupled enzyme inhibition counter-screen | inhibition, % at 4.8 µM | GDH-TPI coupled enzyme counterscreen, NADH absorbance | 360,000 compounds, 1.2% hits; in the data active = inhibition above about 30%;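 note: 0% = DMSO wells and 100% = wells lacking the enzyme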
Mtb FBA inh: inhibitors of M. tuberculosis fructose-bisphosphate aldolase; inhibition, % at 1 µM; 360,000 compounds, 2.3% hits; purified M. tuberculosis FBA, fluorescence read-out; AID 588726; in the data active = inhibition above about 27%;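 note: 0% = vehicle and 100% = reference inhibitor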
Target sequence (P9WQA3 whole entry, looked up): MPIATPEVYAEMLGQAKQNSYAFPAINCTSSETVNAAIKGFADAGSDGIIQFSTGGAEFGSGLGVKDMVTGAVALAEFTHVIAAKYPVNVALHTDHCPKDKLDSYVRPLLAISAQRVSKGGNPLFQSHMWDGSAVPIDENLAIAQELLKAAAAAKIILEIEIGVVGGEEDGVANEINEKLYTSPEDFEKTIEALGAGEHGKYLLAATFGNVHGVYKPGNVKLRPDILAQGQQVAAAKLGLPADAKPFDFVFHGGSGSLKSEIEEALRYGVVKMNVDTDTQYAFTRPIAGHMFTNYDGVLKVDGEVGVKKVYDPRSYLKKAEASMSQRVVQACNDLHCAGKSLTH
* hit, by the source's call; · = not tested or not shown.

item	molecule	BioA inh	MazEF act	PrPC TRFRET	Mtb FBA inh	BoNT-F LC inh
1	COc1ccc(Cl)cc1NC(=O)c1nnn(CC(=O)Nc2cc(C)cc(C)c2)c1N	-1.5	11	-1	-1	8
2	COC(=O)CSc1nc2ccc(N)cc2s1	0.9	16	-1	-2	-2
3	O=C1S/C(=C/c2ccccc2)C(=O)N1CC(O)Cn1c2ccccc2c2ccccc21 (stereo not given)	-5.3	-9	-5	0	-5
4	Cc1cccc(NC(=S)N(CCCN2CCOCC2)Cc2cn(C)c3ccccc23)c1	-1.6	-1	7	0	-11
5	COc1cccc(C(C(=O)NC2CCCCC2)N(CCN2CCOCC2)C(=O)C2COc3ccccc3O2)c1 (stereo not given)	-1.2	0	3	-1	-6
6	CC1(C)CC(=O)C2=C(C1)Nc1ccccc1NC2	-1.6	1	-17	2	-8
7	Cc1c(N=Cc2c(O)n(C3CCCCC3)c(=O)[nH]c2=O)c(=O)n(-c2ccccc2)n1C	-1.6	-50	-4	2	-2
8	Nc1ccc(C(=O)Nc2ccc(Nc3ccncc3)cc2)c([N+](=O)[O-])c1	2.1	6	-25	-4	0
9	O=C(Oc1ccccc1N1C(=O)C2CC=CCC2C1=O)c1ccc(Br)cc1 (stereo not given)	·	0	5	1	-2
10	COC(=O)C1=CN(Cc2ccc(OC)cc2)C=C(C(=O)OC)C1c1cccs1	·	-13	6	71*	2
11	O=C(NCCN1CCOCC1)NC1(C(F)(F)F)Oc2ccc(Cl)cc2O1 (stereo not given)	·	-3	-7	1	10
12	COCCN(C(=S)Nc1cc(C)cc(C)c1)C(C)c1ccco1 (stereo not given)	·	6	2	2	-2
13	COc1ccc(-n2c(O)c(C(C)=Nc3ccc4c(c3)CCC4)c(=O)[nH]c2=O)cc1	-2.2	5	3	1	-6
14	CCOc1ccc2[nH]c(S(=O)(=O)CC)nc2c1Cl	1.7	0	-5	-1	8
15	O=C(CN1CCN(c2ccc(O)cc2)CC1)NC(c1ccccc1)c1ccccc1	-1.3	2	9	2	-9

item	GDH-TPI inh	Mtb UGM inh	Rv3671c inh	FadD28 binding
1	7	0.5	-1	-4.1
2	9	-0.2	11	-4.1
3	29	-0.2	-82	0.6
4	13	1.7	3	-2.6
5	6	-3.2	1	-2.7
6	16	0.6	-15	-1.0
7	13	-0.4	4	0.8
8	18	·	·	-0.6
9	-10	-1.8	3	-4.9
10	-2	2.7	2	-6.8
11	7	-0.7	3	-4.9
12	8	-0.5	-4	-6.3
13	-6	-0.5	12	0.5
14	-2	-2.6	-2	-0.4
15	7	-0.7	7	-2.3

(more compounds)
item	molecule	BioA inh	MazEF act	PrPC TRFRET	Mtb FBA inh	BoNT-F LC inh
16	Cn1c(-c2ccsc2)c(-c2cccs2)c2cc(-c3cccc4[nH]ccc34)ccc21	-0.9	3	0	6	-2
17	Cc1c(C(=O)N2CCCCC2)c(S(=O)(=O)N2CCN(c3ccccc3F)CC2)c(C)n1C	4.4	4	2	2	-6
18	Cc1nnc(SCC(=O)NNC(=O)c2ccccc2)n1-c1ccccc1	·	-7	2	1	3
19	CCN(CC)C(=O)c1ccc(NC(=O)c2cn(-c3ccccc3)nc2-c2ccc(OC)cc2)cc1	-1.1	-9	9	0	-5
20	CCOCCCNC(=O)C(NC(=O)c1ccccc1O)c1ccccc1 (stereo not given)	·	-13	-3	44*	4
21	CCOc1ccc2c(c1)C(C)=CC(C)(C)N2C(=O)Nc1ccccc1F	-0.6	9	2	4	6
22	O=C(CSc1ccc(-c2ccco2)nn1)NCc1ccccc1Cl	-1.5	0	7	4	4
23	CCOC(=O)C1=CC(=C2C(=O)N(CC)C(=S)N(CC)C2=O)c2ccccc2O1	·	-16	-1	·	·
24	COc1ccc(OCc2nnc(SCC(=O)Nc3ccccc3Cl)o2)cc1	·	-4	2	0	-4
25	COc1ccc([N+](=O)[O-])cc1NCC(=O)Nc1cccc(S(=O)(=O)N2CCCC2)c1	·	2	-4	0	2
26	CCc1nnc(NC(=O)CSc2nnc(-c3ccc(S(=O)(=O)N4CCCC4)cc3)n2CC)s1	3.6	-9	5	1	-4
27	COc1cccc(CSc2nc3nc(C)cc(C)n3n2)c1	0.5	-6	7	3	-4
28	Cc1cc2cc(C)c(NCCNC(=O)c3ccccc3F)nc2cc1C	·	0	4	-1	-2
29	CN(C)c1ccc(C(=O)OCC(=O)N2CCOCC2)cc1	·	1	4	4	3
30	CC1CCc2c(C(=O)NCc3cccnc3)csc2C1 (stereo not given)	2.0	11	-12	2	-3

item	GDH-TPI inh	Mtb UGM inh	Rv3671c inh	FadD28 binding
16	30	-1.5	6	1.2
17	-2	-0.7	1	-0.3
18	7	-4.7	3	0.2
19	6	-1.6	-60	-5.6
20	1	-1.6	0	0.2
21	1	1.9	-44	-0.8
22	4	-1.4	4	-4.6
23	·	0.3	-18	·
24	-10	0.7	4	·
25	3	·	·	-12
26	-9	-0.1	-2	-3.5
27	1	-4.0	0	0.8
28	2	-2.1	-1	-1.8
29	13	-0.6	11	-1.1
30	7	2.1	-5	-2.6

Other records.
item	molecule	BioA inh	MazEF act	PrPC TRFRET	Mtb FBA inh	BoNT-F LC inh
31	CC(Sc1nnc(Cc2cccs2)n1C1CCCCC1)C(=O)N1CCc2ccccc21 (stereo not given)	0.5	0	10	2	-8
32	CCOCCCNC(=S)Nc1cc(C)cc(C)c1	·	-1	2	2	-4
33	CC(C)CCN(C(=S)Nc1cccc(F)c1)C1CCN(C(C)C)CC1	·	-2	-7	6	-4
34	COc1cc(Br)cc(Br)c1OCC(=O)N/N=C/c1c(C)n(C)n(-c2ccccc2)c1=O	1.0	1	4	0	9
35	CCN(CC)S(=O)(=O)c1ccc(N=Nc2c(N)[nH]c(=O)[nH]c2=O)cc1	-0.5	1	-7	0	2
36	Cc1ccc2c(c1)C(O)(CC(=O)/C=C/C=C/c1ccccc1)C(=O)N2 (stereo not given)	1.1	2	-6	-5	-4
37	Cc1csc(=O)n1CC(=O)OCC(=O)Nc1ccc(F)c(F)c1	4.0	4	7	1	-7
38	COc1ccc(S(=O)(=O)N2CCCC2)cc1NC(=O)c1ccccc1F	-0.9	12	2	0	-16
39	CN(C(=O)COC(=O)CCc1c[nH]c2ccccc12)C(c1ccccc1)c1ccccc1	·	-8	-6	-1	26
40	C/C(=N/NC(=O)Cc1cccs1)c1ccco1	·	1	2	1	-2
41	Cn1c(=O)c2c(ncn2CC(=O)Nc2ccccc2)n(C)c1=O	-0.8	1	2	1	-1
42	COc1ccc2nc(NC(=O)CSc3cn[nH]n3)sc2c1	1.4	3	-1	0	-3
43	O=C(Nc1ccc(F)cc1)c1cncs1	3.4	-3	-2	3	-5
44	CSc1ncccc1C(=O)Nc1cccc(S(=O)(=O)N2CCCC2)c1	0.7	-2	1	0	·
45	CCOc1ccccc1NC(=O)/C=C/c1ccc(S(=O)(=O)N2CCOCC2)cc1	-0.2	2	-6	2	6

item	GDH-TPI inh	Mtb UGM inh	Rv3671c inh	FadD28 binding
31	9	-3.8	2	-2.4
32	11	3.4	-3	-1.2
33	-6	0.3	4	-4.3
34	-2	-0.8	·	-5.1
35	2	1.4	-9	-3.6
36	38*	0.6	3	-1.3
37	-5	-2.2	6	-2.0
38	-8	-0.1	-2	-2.8
39	8	-1.1	6	-3.0
40	-3	0.6	-10	-0.4
41	-5	4.8	-1	-0.2
42	-6	2.0	8	-9.8
43	9	-1.2	1	1.6
44	3	-4.6	5	0.7
45	13	·	·	-2.0

The results go on.
item	molecule	BioA inh	MazEF act	PrPC TRFRET	Mtb FBA inh	BoNT-F LC inh
46	COc1cc(C(=O)NCCCNc2nc3c(C)cc(C)cc3cc2C#N)cc(OC)c1OC	·	4	7	15	-1
47	COc1ccc(C(C)=O)cc1CSc1nnc(C)n1-c1ccccc1	4.3	-1	0	0	10
48	Cc1ccc(-c2nnc(SCC(=O)N/N=C/c3ccc(C(=O)O)cc3)n2C2CCCCC2)cc1	-0.2	2	1	1	8
49	COc1ccc(C(=O)NC(=S)Nc2ccc(N3CCOCC3)c(Cl)c2)cc1[N+](=O)[O-]	·	-11	6	-1	-2
50	CC(C)c1ccc(NC2CCCN(C(=O)c3n[nH]c4c3CCC4)C2)cc1 (stereo not given)	-0.1	9	13	0	6
51	c1cncc(CNC2CCCCC2)c1	0.4	2	0	-3	-11
52	CCCn1c(=N)n(CC(=O)c2ccc([N+](=O)[O-])cc2)c2ccccc21	·	5	0	-1	-1
53	CN1CCN(c2ccc([N+](=O)[O-])c(N3CCCCC3)c2)CC1	1.0	-6	-14	-10	4
54	COC(=O)Cc1ccc(NC(=S)N2CCN(c3ccc(F)cc3)CC2)cc1	-1.1	-1	16	-2	-2
55	COc1ccc(N2CCN(CCNC(=O)Nc3cc(Cl)ccc3OC)CC2)cc1	-0.9	4	-4	0	-8
56	Cc1cc(SCC(=O)c2ccc(O)c(O)c2)n2nc(C)c(-c3ccccc3)c2n1	-1.2	10	12	-1	-4
57	O=C(CSc1nc2ncccc2[nH]1)c1ccc(F)cc1	-0.6	-11	7	-4	-44
58	O=c1c2ccccc2nnn1CSc1nnnn1-c1ccc(O)cc1	-0.7	-6	6	6	-2
59	CCOC(=O)C(Cc1ccc(NC(=O)/C(=C\c2ccccc2)NC(=O)c2ccccc2)cc1)N1C(=O)c2ccccc2C1=O (stereo not given)	-4.9	2	14	0	-3
60	Cc1cc(C)c(C#N)c(SCc2ccccc2)n1	5.0	-3	11	-1	8

item	GDH-TPI inh	Mtb UGM inh	Rv3671c inh	FadD28 binding
46	-4	3.5	-3	-2.4
47	7	-0.8	1	0.8
48	-3	-0.1	-4	-1.2
49	9	2.3	-6	-0.4
50	8	0.8	0	-1.4
51	4	2.4	1	-1.7
52	2	-2.6	4	0.0
53	10	-0.4	-2	-0.2
54	4	2.1	-3	-2.1
55	-5	-4.6	-5	-1.1
56	11	-2.8	4	-6.1
57	12	2.1	0	-1.3
58	4	3.2	4	-2.9
59	20	1.7	-78	-1.5
60	11	-4.6	9	-7.4

Sorted by length of the SMILES (highest first): 9 of the compounds above
item	molecule	BioA inh	MazEF act	PrPC TRFRET	Mtb FBA inh	BoNT-F LC inh
59	CCOC(=O)C(Cc1ccc(NC(=O)/C(=C\c2ccccc2)NC(=O)c2ccccc2)cc1)N1C(=O)c2ccccc2C1=O (stereo not given)	-4.9	2	14	0	-3
49	COc1ccc(C(=O)NC(=S)Nc2ccc(N3CCOCC3)c(Cl)c2)cc1[N+](=O)[O-]	·	-11	6	-1	-2
56	Cc1cc(SCC(=O)c2ccc(O)c(O)c2)n2nc(C)c(-c3ccccc3)c2n1	-1.2	10	12	-1	-4
50	CC(C)c1ccc(NC2CCCN(C(=O)c3n[nH]c4c3CCC4)C2)cc1 (stereo not given)	-0.1	9	13	0	6
54	COC(=O)Cc1ccc(NC(=S)N2CCN(c3ccc(F)cc3)CC2)cc1	-1.1	-1	16	-2	-2
53	CN1CCN(c2ccc([N+](=O)[O-])c(N3CCCCC3)c2)CC1	1.0	-6	-14	-10	4
47	COc1ccc(C(C)=O)cc1CSc1nnc(C)n1-c1ccccc1	4.3	-1	0	0	10
60	Cc1cc(C)c(C#N)c(SCc2ccccc2)n1	5.0	-3	11	-1	8
51	c1cncc(CNC2CCCCC2)c1	0.4	2	0	-3	-11

item	GDH-TPI inh	Mtb UGM inh	Rv3671c inh	FadD28 binding
59	20	1.7	-78	-1.5
49	9	2.3	-6	-0.4
56	11	-2.8	4	-6.1
50	8	0.8	0	-1.4
54	4	2.1	-3	-2.1
53	10	-0.4	-2	-0.2
47	7	-0.8	1	0.8
60	11	-4.6	9	-7.4
51	4	2.4	1	-1.7

(cont.)
item	molecule	BioA inh	MazEF act	PrPC TRFRET	Mtb FBA inh	BoNT-F LC inh
61	CN(C)C(CNC(=O)C1CCCN1C(=O)c1cccs1)c1ccccc1 (stereo not given)	-0.2	-3	-1	-1	2
62	CCSc1ccccc1C(=O)NCc1ccco1	-0.9	8	-6	0	-3
63	COc1cc(OC)c(OC)cc1CNCCNC(=O)c1ccco1	·	5	-2	1	6
64	Cc1ccc(NC(=O)C2OCCc3ccccc32)cc1C (stereo not given)	-1.0	13	0	5	0

item	GDH-TPI inh	Mtb UGM inh	Rv3671c inh	FadD28 binding
61	1	0.7	-3	-0.1
62	8	6.1	-5	-3.2
63	-13	0.0	3	-3.2
64	-12	-1.9	-5	-2.8
